Screens deposited in PubChem BioAssay by several laboratories.
GDH-TPI inh: GDH-TPI coupled enzyme inhibition counter-screen. GDH-TPI coupled enzyme counterscreen, NADH absorbance. inhibition, % at 4.8 µM. hit rate 1.2% among 360,000; in the data active means inhibition above about 30%;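 further: 0% = DMSO wells and 100% = wells lacking the enzyme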
Mtb UGM inh: Mtb UDP-galactopyranose mutase inhibition; inhibition, % at 10 µM; P9WIQ1; hit rate 0.06% among 320,000; purified UGM, fluorescence polarization probe displacement; AID 504406; in the data active means inhibition above about 10%, passing the limit was not always enough; inconclusive means no clear call, values can overlap the other calls
Target sequence (P9WIQ1 whole entry, looked up): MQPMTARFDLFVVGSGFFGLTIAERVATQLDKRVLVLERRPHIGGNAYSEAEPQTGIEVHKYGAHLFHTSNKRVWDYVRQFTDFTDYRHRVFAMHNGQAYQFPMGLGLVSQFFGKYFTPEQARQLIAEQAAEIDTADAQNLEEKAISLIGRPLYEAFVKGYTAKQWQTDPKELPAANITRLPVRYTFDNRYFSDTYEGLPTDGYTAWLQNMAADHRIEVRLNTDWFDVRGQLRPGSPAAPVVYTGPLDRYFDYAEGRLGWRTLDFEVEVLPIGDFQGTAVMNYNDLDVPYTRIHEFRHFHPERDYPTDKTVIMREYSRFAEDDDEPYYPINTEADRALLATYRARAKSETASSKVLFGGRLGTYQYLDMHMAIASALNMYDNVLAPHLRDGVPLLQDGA
BioA inh: blocks M. tuberculosis BioA enzyme activity. hit rate 0.096% among 360,000. inhibition, % at 9.99 µM. purified M. tuberculosis BioA enzyme, plate reader; in the data active means inhibition above about 40%; inconclusive means no clear call, values can overlap the other calls
PrPC TRFRET: reduces human prion protein on the cell surface; hit rate 0.43% among 370,000; inhibition, % at 13.8 µM; P04156; cell surface PrPC, TR-FRET read-out; in the data active means inhibition above about 24%; further: 0% = median of the test wells and 100% = reference compound wells
Rv3671c inh: Rv3671c (M. tuberculosis) protease inhibition; P9WHR9; inhibition, % at 5.96 µM; hit rate 0.048% among 320,000; in the data active means inhibition above about 38%;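 further: extracellular domain of Rv3671c used as enzyme; 0% = enzyme with DMSO and 100% = no enzyme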
BoNT F protease: BoNT F light chain protease inhibition; Multiplex microsphere protease cleavage assay, flow cytometry; inhibition, % at 10 µM; hit rate 0.22% among 360,000; AID 588497; in the data active means inhibition above about 35%, passing the limit was not always enough; inconclusive means no clear call, values can overlap the other calls; further: plate controls were buffer without enzyme for full effect and enzyme alone for no effect
MazEF act: increases E. coli MazEF RNase cleavage of RNA; P0AE70; FAM/BHQ RNA-DNA oligo cleavage fluorescence, 5 h; activation, % at 20 µM; hit rate 0.32% among 350,000; in the data active means activation above about 50%
Target sequence (P0AE70 whole entry, looked up): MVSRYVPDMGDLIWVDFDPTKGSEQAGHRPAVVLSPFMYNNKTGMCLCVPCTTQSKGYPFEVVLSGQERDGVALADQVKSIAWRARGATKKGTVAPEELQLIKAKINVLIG
FadD28 binding: blocks FadD28 binding to the bisubstrate probe. fluorescence polarization. inhibition, % at 12.5 µM. hit rate 0.22% among 360,000. AID 588549; in the data active means inhibition above about 8.5%, passing the limit was not always enough; inconclusive means no clear call, values can overlap the other calls
FBA Mtb inh: inhibitors of M. tuberculosis fructose-bisphosphate aldolase; purified M. tuberculosis FBA, fluorescence read-out; inhibition, % at 1 µM; AID 588726; hit rate 2.3% among 360,000; in the data active means inhibition above about 27%;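 further: 0% = vehicle and 100% = reference inhibitor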
Target sequence (P9WQA3 whole entry, looked up): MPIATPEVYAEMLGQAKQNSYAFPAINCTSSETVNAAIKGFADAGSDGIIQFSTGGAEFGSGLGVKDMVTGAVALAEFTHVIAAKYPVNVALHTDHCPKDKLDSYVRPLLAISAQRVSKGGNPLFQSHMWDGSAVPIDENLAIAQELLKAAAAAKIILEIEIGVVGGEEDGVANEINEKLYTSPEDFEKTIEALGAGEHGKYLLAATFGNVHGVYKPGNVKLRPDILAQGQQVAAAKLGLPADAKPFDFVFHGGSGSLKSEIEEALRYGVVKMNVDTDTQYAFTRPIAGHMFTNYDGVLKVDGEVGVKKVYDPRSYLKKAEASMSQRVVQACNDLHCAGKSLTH
Active calls of the source: *; ? = inconclusive; nt = no result given; + = active, no number; & = joins results of further samples.

compound,GDH-TPI inh,Mtb UGM inh,BioA inh,PrPC TRFRET,Rv3671c inh,BoNT F protease,MazEF act,FadD28 binding,FBA Mtb inh
O=C(CSc1nnc(COc2ccc(Cl)cc2)o1)N1CCOCC1,22,2.9,nt,1,-1,-12,4,-0.5,2
N#CCSc1nnc(CNc2cccc(Cl)c2)o1,-10,1.0,2.5,-3,0,-4,4,-1.5,-1
Cc1ccc(C(=O)C[n+]2cc(Br)cc(Br)c2)cc1[N+](=O)[O-],8,-1.0,nt,3,14,-8,16,0.7,2
Cc1cccc(N=C2NC(=O)/C(=C/c3cccnc3)S2)c1C,21,2.6,-0.8,6,1,?,-5,-0.5,-1
COc1ccc(N2CCN(C(=O)c3ccc(CS(=O)c4cccc(C)c4)o3)CC2)cc1 (stereo not given),7,0.4,-0.3,-3,1,-2,-1,-0.6,10
O=C(N/N=C/c1ccc2cccc(OCc3ccccc3)c2n1)c1ccc(Br)cc1,11,-0.2,-0.3,-1,-48,-39,-13,-3.8,19
CCCCN(C(=O)C(C)N1C(=O)c2ccccc2C1=O)c1c(N)n(CC(C)C)c(=O)[nH]c1=O (stereo not given),1,2.5,-1.2,5,1,-1,-15,-0.2,6
CC(C)NCC(O)COc1ccc(Br)cc1 (stereo not given),1,-0.6,nt,5,-2,-1,7,2.0,4
Cc1nn(-c2ccccc2)c2c1C1(C(=O)N(C)c3ccccc31)C(C#N)=C(N)O2 (stereo not given),8,-1.0,nt,-5,8,-1,-1,-1.3,-1
COc1ccccc1-c1cnc(C(O)c2cc(C)c(OC)c(C)c2)[nH]1 (stereo not given),3,nt,0.9,1,nt,-6,nt,?,-1
Nc1nc(CN2CCOCC2)cs1,2,2.4,-1.0,-11,-1,-14,0,0.1,1
CCOc1ccc(C(=O)CCN2CCOCC2)cc1,-1,-0.8,-2.9,5,-2,nt,2,-0.7,2
CC(C)NS(=O)(=O)c1ccc(CCC(=O)Nc2ccc3c(c2)OCO3)cc1,4,1.4,-2.2,4,-16,-2,4,-0.6,1
Cc1cccc(NC(c2ccc(O)cc2)c2ccc3ccc(C)nc3c2O)n1 (stereo not given),21,1.5,-0.7,-4,3,2,-1,-1.1,2
COC(=O)C1=C(NC(=O)c2ccc(Br)cc2)CCS1,-8,1.4,nt,-2,0,-3,22,-3.4,2
O=C(O)c1cccnc1Oc1ccccc1,5,-1.4,-0.6,-8,5,10,13,-3.3,-1
COc1ccc2nc(NC(=O)CSc3nnnn3C3CCCCC3)sc2c1,10,2.0,0.6,3,-11,-6,-6,-3.2,-4
O=[N+]([O-])c1ccc(/C=N/Nc2nc(N3CCCCC3)nc(N3CCCCC3)n2)cc1,-1,-0.7,nt,-4,-4,3,2,-4.2,0
CCOC(=O)C(=NCC1CCCO1)NNc1cc(Cl)ccc1Cl (stereo not given),-5,-0.6,nt,7,-18,nt,-3,-1.4,-1
C[C@H](CO)N1C[C@H](C)[C@@H](CN(C)C(=O)CCCN(C)C)OCc2cn(nn2)CCCC1=O,10,nt,-1.7&0.3,-1,nt,-3,7,1.1,0
CCCN(Cc1ccccc1)C(=S)Nc1ccc(C(C)=O)cc1,9,4.8,1.0,6,9,0,12,-1.5,0
COc1cc(C2=Nc3c(c(C)nn3-c3ccccc3)P(=O)(N3CCOCC3)O2)cc(OC)c1OC (stereo not given),6,-0.3,2.2,-6,-4,-2,15,-2.9,-2
CC(C)(C)NCC(O)Cn1cc(C=O)c2ccccc21 (stereo not given),9,-0.2,-0.7,2,1,2,-3,-0.5,8
Cn1nnc2cc(C(=O)Nc3cccnc3)ccc21,-1,-1.9,55*,9,2,-7,4,-3.7,1

Whole records, quoted from the list. Order of values: GDH-TPI inh, Mtb UGM inh, BioA inh, PrPC TRFRET, Rv3671c inh, BoNT F protease, MazEF act, FadD28 binding, FBA Mtb inh
`C[C@H](CO)N1C[C@H](C)[C@@H](CN(C)C(=O)CCCN(C)C)OCc2cn(nn2)CCCC1=O` as listed: 10, nt, -1.7&0.3, -1, nt, -3, 7, 1.1, 0
`CC(C)NS(=O)(=O)c1ccc(CCC(=O)Nc2ccc3c(c2)OCO3)cc1` as listed: 4, 1.4, -2.2, 4, -16, -2, 4, -0.6, 1
`COC(=O)C1=C(NC(=O)c2ccc(Br)cc2)CCS1` as listed: -8, 1.4, nt, -2, 0, -3, 22, -3.4, 2
`COc1ccc2nc(NC(=O)CSc3nnnn3C3CCCCC3)sc2c1` as listed: 10, 2.0, 0.6, 3, -11, -6, -6, -3.2, -4
`O=[N+]([O-])c1ccc(/C=N/Nc2nc(N3CCCCC3)nc(N3CCCCC3)n2)cc1` as listed: -1, -0.7, nt, -4, -4, 3, 2, -4.2, 0

Additional compounds
compound,GDH-TPI inh,Mtb UGM inh,BioA inh,PrPC TRFRET,Rv3671c inh,BoNT F protease,MazEF act,FadD28 binding,FBA Mtb inh
O=C(NNC(=O)c1cccnc1)c1ccncc1,3,-1.9,nt,0,3,5,4,nt,18
CCOc1cccc(CN2CCCC(N3CCc4ccccc4C3)C2)c1O (stereo not given),4,-3.2,4.1,-6,-9,6,1,-2.5,1
O=[N+]([O-])c1ccc(O)c(/C=N/NC(=S)Nc2ccc(Cl)cc2Cl)c1,18,6.9,-0.2,2,1,-8,-13,?,2
COc1ccc(C(=O)N2CCCC2(C)C(=O)O)cc1C(F)(F)F (stereo not given),3,nt,-0.7,-1,nt,4,nt,-1.3,-1
COC(=O)C1(Cc2cc(-c3ccc([N+](=O)[O-])cc3)no2)CCN(C(=O)OC(C)(C)C)CC1,-1,-2.0,1.6,-9,-1,-5,-5,0.1,2
CCOc1ccc(CN2CCN(CC3CC3)CC2CCO)cc1 (stereo not given),6,0.6,-1.1,-12,-2,?,7,-0.7,0
O=C(CSc1ccc(Cl)cc1)Nc1ccc(NC(=O)c2ccco2)cc1,27,1.0,-2.5,-4,-10,6,1,-1.0,0
Cc1ccccc1NC(=O)CSC1=NCCN1,-8,2.3,nt,-4,-3,-7,1,-4.1,3
OC(COc1cccc2ccccc12)CN1CCCC1 (stereo not given),3,4.9,-1.9,5,1,-37,12,-1.5,1
Cc1ccc(-c2[nH]c(-c3ccc(C(=O)O)cc3)nc2-c2ccccc2)cc1,17,4.2,nt,6,11,-6,-6,?,+
O=C(COC(=O)C1CCN(S(=O)(=O)c2ccc3c(c2)OCCO3)CC1)Nc1cccc2ccccc12,-2,-1.7,-1.4,5,-18,-4,2,-0.3,1
CN(C(=O)CSc1nc2[nH]ncc2c(=O)[nH]1)c1ccccc1,2,1.3,-0.6,-4,14,-5,1,-0.6,5
Cc1ccc(CN(C)C(=O)C2CCCN2C(=O)c2cccs2)o1 (stereo not given),6,-0.6,-0.7,1,8,5,8,-2.5,-5
CCCCSc1nnc([C@H](CC(C)C)NC(=O)OC(C)(C)C)o1,3,-0.7,nt,3,-2,-3,-2,-1.8,1
CCOC(=O)C1=C(C)NC(=O)NC1c1c(C)nn(-c2ccccc2)c1Cl (stereo not given),5,-0.4,nt,1,4,2,0,-2.9,3
COc1ccc(C2=NN(c3ccc(C(=O)O)cc3)C(c3ccc(OC)c(OC)c3)C2)cc1 (stereo not given),35*,-0.2,nt,-3,17,-20,-1,37*,+
CCOC(=O)c1ccccc1NC(=O)c1c(O)[nH]c(=O)[nH]c1=O,-1,0.2,-0.9,-4,-4,1,12,-0.7,1
Cc1cc2c(NC3CCCCC3)ncnc2s1,6,1.8,2.0,8,nt,13,8,-0.8,1
COC(=O)c1cc(S(=O)(=O)NCCc2ccc(C)cc2)c[nH]1,-6,2.8,-0.3,-1,-13,-2,14,-2.4,0
O=C(Nc1ccc([N+](=O)[O-])cc1)C1CC12CCC2 (stereo not given),8,0.2,4.6,4,-1,-4,9,-4.5,-8
Cc1ccc(C2=NN(C(=O)CSc3nccn3C)C(c3ccco3)C2)cc1 (stereo not given),1,0.7,0.8,8,-5,3,8,-2.3,-1
CN1C(=O)c2c(sc3c2CC(C)(C)SC3)N2CCN=C12,8,nt,nt,5,-9,-9,-1,1.2,7
COC(=O)c1ccc(C)c(NC(=O)CN(c2cc(OC)ccc2OC)S(C)(=O)=O)c1,26,1.4,0.3,5,8,-16,9,-0.9,2
CCOc1ccc(N2C(=O)CC(N3CCN(C4CCc5ccccc5C4)CC3)C2=O)cc1 (stereo not given),-9,-2.6,-2.5,-5,6,4,-1,-3.1,0
Cc1ccccc1/[N+]([O-])=C/c1ccncc1,4,1.4,-1.0,2,-5,-4,-4,-0.7,0
ClCCN1CCN(c2ccnc3cc(Cl)ccc23)CC1,5,0.2,7.5,-8,2,-35,9,-0.2,0
CC(C)C(c1nnnn1Cc1ccccc1)N1CCc2ccccc2C1 (stereo not given),12,0.0,-2.4,-10,-10,6,-5,0.9,4
O=C(CCc1nc2ccccc2c(=O)[nH]1)Nc1cc(C(F)(F)F)ccc1N1CCOCC1,-4,-1.6,nt,0,-1,-1,-7,-4.7,-1
Cc1ccc(S(=O)(=O)N2CCN(C(=O)Cn3cnc4c3c(=O)n(C)c(=O)n4C)CC2)cc1C,5,1.4,3.1,6,1,-9,4,-4.6,0
Cc1ncoc1C(=O)N1CCCC(C(=O)c2cccc(C(F)(F)F)c2)C1 (stereo not given),5,-0.6,nt,-2,4,-2,12,-2.6,4
CCOC(=O)COn1c(=O)c(-c2ccc(F)cc2)[n+]([O-])c2ccccc21,5,1.1,-1.0,5,nt,-5,-7,-0.3,-1
COc1cccc(CNC(=O)CCC2CCCN(C(=O)c3cc(C)on3)C2)c1 (stereo not given),5,-1.4,-0.9,4,-9,2,-4,-2.8,-2
CCOc1ccc(N2C(=O)/C(=C/c3cccs3)N(CC(=O)OC)C2=S)cc1,7,-2.1,-0.6,-3,-5,3,-4,-1.2,-5
O=C(O)CCC(=O)N1CC=C(c2ccccc2)CC1,-6,0.7,nt,-3,1,-1,5,-3.8,0
Cc1cccc(NC(=O)C2CCN(S(=O)(=O)c3cccc4cccnc34)CC2)n1,-7,0.8,2.7,-7,0,-4,9,1.3,2
S=C(NCCc1ccccc1)N1CCn2cccc2C1c1ccncc1 (stereo not given),-4,0.9,nt,-8,-7,-4,8,-2.1,0
N#CCCN1CCN(CCC#N)C1=S,-4,nt,-1.0,5,nt,6,4,-1.6,1
N#C/C(=C\Nc1ccc(Cl)cn1)S(=O)(=O)c1ccccc1,15,4.7,nt,5,-1,?,4,-2.6,3
CCCn1c(=N)n(CC(=O)O)c2ccccc21,9,-1.1,-0.6,-6,3,4,4,-0.5,-3
COc1ccccc1-n1c(CNc2c(C)cccc2C)nnc1SCC(=O)N1CCOCC1,-2,-2.9,1.7,3,1,21,4,-0.4,3
O=C(/C=C/c1ccccc1Cl)N1CCN(c2ncccn2)CC1,5,2.8,nt,3,-13,2,-4,-5.5,3
O=C(NCc1ccccn1)C1CCCN(S(=O)(=O)c2ccc(Br)cc2)C1 (stereo not given),0,1.5,6.6,6,-8,7,11,-1.0,1
CCc1onc(C)c1C(=O)O,0,0.0,0.3,8,2,-2,-12,0.7,1
O=S(=O)(c1ccccc1)c1cnc(-c2cccnc2)nc1-c1ccc(Cl)cc1Cl,9,0.4,-4.3,-2,0,4,0,-0.7,-1
CCOC(=O)CSc1nc2c([nH]c3ccccc32)c(=O)n1C,12,-3.4,-0.9,-5,-11,0,6,-1.1,2
O=C(N/N=C/c1cccc2ccccc12)c1cc2ccccc2o1,16,nt,0.6,7,nt,-1,-1,-2.5,1
CC(C)(C)OC(=O)NC(Cc1ccccc1)C(=O)N1CCC(C(=O)NCC(=O)Nc2ccc(F)cc2)CC1 (stereo not given),0,0.3,-3.6,11,1,-1,29,-0.4,0
COc1cc(C(=S)N2CCOCC2)ccc1OS(=O)(=O)c1ccc(C)cc1,-9,-1.0,3.5,0,-2,30,3,-2.6,1
CCN(c1ccccc1)S(=O)(=O)c1ccc(N)cc1,0,1.0,-3.2,4,-8,1,3,0.4,3
O=Cc1ccc(N2CCN(S(=O)(=O)c3ccc4c(c3)CC(=O)N4)CC2)cc1,27,nt,1.2,-6,nt,-8,nt,-4.9,-3

Not a hit list; overall some 4.8% were active at least once.
